Screens as filed in PubChem BioAssay.
TRPN1 ag: activates the zebrafish TRPN1 channel | HEK293 zebrafish TRPN1-YFP, Fluo-8 calcium fluorescence; 100% = response to 87 µM carbachol | activation, % at 3 µM | 0.18% of 220,000 active | AID 1424;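 active = activation above its plate's cutoff, the mean activation of test wells on that plate plus 3 SD, cut at about 19% in these data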;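 note: 0% = DMSO alone and 100% = 87 µM carbachol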
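Material: zebrafish TRPN1-YFP in HEK293 cells; Doses: single test compound dose, 3 µM nominal, 0.3% DMSO; Timing: dye loading 1 h at 37 °C, then 30 min room temperature; Technique: intracellular calcium fluorescence with Fluo-8; Benchmarks: high carbachol 87 µM, low DMSO alone.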
NPY-Y1 antag: antagonists of human neuropeptide Y receptor Y1; HEK293-CNG Y1 cells, membrane potential fluorescence; NPY at EC95, then isoproterenol; 1% of 200,000 active; inhibition, % at 3.6 µM; AID 1040;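 active = inhibition above the campaign mean inhibition of all tested compounds plus 3 SD, cut at about 20% in these data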;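 note: 0% = DMSO wells given NPY plus isoproterenol and 100% = isoproterenol alone without NPY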
Target sequence (P25929 whole entry, looked up): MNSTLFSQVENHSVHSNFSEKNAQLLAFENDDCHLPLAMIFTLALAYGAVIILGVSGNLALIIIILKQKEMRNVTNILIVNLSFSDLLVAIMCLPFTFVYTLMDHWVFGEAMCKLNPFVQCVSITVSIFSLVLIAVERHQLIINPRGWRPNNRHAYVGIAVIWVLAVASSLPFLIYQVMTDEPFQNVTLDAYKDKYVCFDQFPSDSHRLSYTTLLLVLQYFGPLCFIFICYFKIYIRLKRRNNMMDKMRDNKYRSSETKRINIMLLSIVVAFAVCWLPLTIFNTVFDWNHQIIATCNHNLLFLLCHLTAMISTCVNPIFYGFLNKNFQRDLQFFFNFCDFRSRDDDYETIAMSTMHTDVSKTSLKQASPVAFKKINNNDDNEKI
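Test system: HEK293 cells co-expressing NPY Y1 receptor and cyclic-nucleotide gated channel; Also added: NPY (25 nM), isoproterenol (1 µM), Ro 20-1724 (25 µM); Compound dosing: one concentration, 3.6 µM, in 0.4% DMSO; Timing: dye 3 h, compound 60 min room temperature, stimulation 45 min; Technique: Membrane-potential fluorescent dye readout.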
S1P4 ag: human S1P4 receptor agonism. 0.35% of 220,000 active. AID 1509. O95977. activation, % at 4.98 µM. S1P4-expressing cell line, agonist reporter assay; in the data active = activation above about 11%;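 note: 0% = DMSO vehicle and 100% = reference agonist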
S1P4 antagonist: blocks the human S1P4 receptor. 0.26% of 220,000 active. O95977. S1P4-expressing cells, antagonist mode, reporter read-out. inhibition, % at 4.98 µM. AID 1510; in the data active = inhibition above about 29%;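 note: 0% = wells stimulated with agonist and 100% = vehicle wells without agonist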
NPY1 pot ag: potentiates or activates human NPY-Y1 receptor; NPY-Y1 expressing cells, potentiator/agonist activation; activation, % at 3.6 µM; 0.37% of 220,000 active; AID 1304; P25929; in the data active = activation above about 33%, passing the limit was not always enough;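 note: cells stimulated with NPY at EC10 then isoproterenol at EC100; 0% = low agonist plus stimulus and 100% = saturating agonist plus stimulus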
TRPML3 agonist: activates the human TRPML3 channel | HEK293 TRPML3-YFP, Fluo-8 calcium fluorescence; 100% = the carbachol control signal | AID 1448 | 0.29% of 220,000 active | activation, % at 3 µM;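 active = activation above its plate's cutoff, the mean activation of the plate's test wells plus 3 SD, cut at about 12% in these data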;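 note: 0% = DMSO only wells and 100% = carbachol wells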
Target sequence (Q8TDD5 whole entry, looked up): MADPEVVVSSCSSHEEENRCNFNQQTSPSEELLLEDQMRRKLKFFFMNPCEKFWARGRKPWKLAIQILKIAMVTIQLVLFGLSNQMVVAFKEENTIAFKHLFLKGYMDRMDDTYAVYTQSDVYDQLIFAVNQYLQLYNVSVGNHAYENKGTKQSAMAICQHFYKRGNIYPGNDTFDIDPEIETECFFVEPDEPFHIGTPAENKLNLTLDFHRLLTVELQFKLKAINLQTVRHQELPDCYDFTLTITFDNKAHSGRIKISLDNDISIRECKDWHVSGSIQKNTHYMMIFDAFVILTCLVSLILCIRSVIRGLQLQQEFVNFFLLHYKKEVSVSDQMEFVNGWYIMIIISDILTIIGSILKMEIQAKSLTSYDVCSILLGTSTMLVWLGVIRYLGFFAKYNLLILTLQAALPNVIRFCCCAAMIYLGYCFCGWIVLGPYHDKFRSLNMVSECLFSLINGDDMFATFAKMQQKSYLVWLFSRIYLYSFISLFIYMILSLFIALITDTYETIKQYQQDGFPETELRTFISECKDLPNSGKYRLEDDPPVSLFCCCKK
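Material: HEK293 cells stably carrying human TRPML3-YFP; compound dosing: single dose, 3 µM final nominal compound, 0.3% DMSO final; incubation: 1-h 37 °C dye load, 5-s basal, 120-s post-compound reads; technique: Fluo-8 intracellular calcium fluorescence, excitation 470-495 nm, emission 515-575 nm; read-out basis: percent activation from peak-to-basal fluorescence ratio, scaled between DMSO and carbachol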
EP2 modulator: modulators of human EP2 prostaglandin E2 receptor | 0.83% of 260,000 active | EP2-expressing cells, cAMP HTRF FRET, PGE2 co-stimulation | induction, % at 25 µM | AID 940;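 active = compounds whose cAMP rise, as percent of the full-agonist control response, exceeds 60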;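 note: rat C6 glioma line stably carrying human EP2 under a CMV promoter; the protocol text gives 20 µM as final concentration; 100% = response of wells given 1 µM PGE2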
CHOP inhibitor: blocks CHOP induction under ER stress | CHO-K1 CHOP-promoter luciferase, tunicamycin-induced, 15-18 h | inhibition, % at 10 µM | 3.8% of 220,000 active | AID 2732;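 active = compounds that reduced the stress-induced luciferase reporter signal by more than about 70% of percent inhibition, limit read from the data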;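 note: 0% = tunicamycin plus vehicle and 100% = wells without tunicamycin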
NPY2 pot ag: human NPY-Y2 potentiation or agonism, primary screen; P49146; cells expressing NPY-Y2, potentiator/agonist read-out; activation, % at 3.6 µM; 0.45% of 220,000 active; AID 1359; in the data active = activation above about 27%;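 note: cells stimulated with NPY near EC25 plus isoproterenol at EC100; 0% = vehicle plus submaximal agonist and 100% = vehicle plus saturating agonist; some results beyond the cut were filed as inactive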
* = called active by the depositor; & = joins results of further samples.

`CSc1ncccc1C(=O)OCC(=O)NC(C)(C)C` gave TRPN1 ag 0.2, NPY-Y1 antag 3, S1P4 ag -1.0, S1P4 antagonist -11, NPY1 pot ag -4, TRPML3 agonist 0.7, EP2 modulator 20, CHOP inhibitor -31 and NPY2 pot ag -4.
For Cc1ccc(/C=N/n2c(C)cc(C)c(C#N)c2=O)cc1 the results were TRPN1 ag -1.1, NPY-Y1 antag 0, S1P4 ag -1.1, S1P4 antagonist -2, NPY1 pot ag 0, TRPML3 agonist -0.1, EP2 modulator 10, CHOP inhibitor 48 and NPY2 pot ag 20.
O=C(CN1CCN(CC(=O)c2ccc(F)cc2)CC1)Nc1ccccc1Cl was read as TRPN1 ag -1.1, NPY-Y1 antag 5, S1P4 ag 2.1, S1P4 antagonist -14, NPY1 pot ag -2, TRPML3 agonist -0.3, EP2 modulator 16, CHOP inhibitor 13 and NPY2 pot ag -27.
CC(C)Nc1nnc(SCC(=O)Nc2ccc(F)cc2)s1 was read as TRPN1 ag -0.4, NPY-Y1 antag -1, S1P4 ag 1.0, S1P4 antagonist 7, NPY1 pot ag -14, TRPML3 agonist -0.1, EP2 modulator 6, CHOP inhibitor 17 and NPY2 pot ag 3.
CC(=O)NCCNC(=O)c1ccc(Sc2ccccc2)c([N+](=O)[O-])c1 was read as TRPN1 ag -2.4, NPY-Y1 antag -2, S1P4 ag 1.6, S1P4 antagonist 7, NPY1 pot ag 8, TRPML3 agonist -1.2, EP2 modulator -28, CHOP inhibitor 26 and NPY2 pot ag -7.
`CCOc1ccccc1OCC(=O)Nc1ccc(S(=O)(=O)Nc2nc(C)cc(C)n2)cc1` gave TRPN1 ag 0.6, NPY-Y1 antag 3, S1P4 ag -1.6, S1P4 antagonist -31, NPY1 pot ag 8, TRPML3 agonist 0.1, EP2 modulator 10, CHOP inhibitor 13 and NPY2 pot ag -11.
Cc1ccccc1-c1nc(CSc2nc3c(c(=O)[nH]2)CCC3)c(C)o1 was read as TRPN1 ag -2.2, NPY-Y1 antag 1, S1P4 ag 1.9, S1P4 antagonist 7, NPY1 pot ag 13, TRPML3 agonist 0.2, EP2 modulator 47, CHOP inhibitor 18 and NPY2 pot ag 1.
`COc1cc(OC)cc(C(=O)N2CCN(c3ncccn3)CC2)c1` gave TRPN1 ag 0.7, NPY-Y1 antag 14, S1P4 ag -2.4, S1P4 antagonist 1, NPY1 pot ag -6, TRPML3 agonist 0.5, EP2 modulator 0, CHOP inhibitor -10 and NPY2 pot ag 1.
`CCOC(=O)C1CCN(C(=S)Nc2ccc(CC)cc2)CC1` gave TRPN1 ag -0.9, NPY-Y1 antag -8, S1P4 ag -0.2, S1P4 antagonist 7, NPY1 pot ag -10, TRPML3 agonist 1.0, EP2 modulator 4, CHOP inhibitor -10 and NPY2 pot ag 10.
For Cn1c2[n+](c3ccc(Cl)cc3c1=O)Cc1ccccc1-2 the results were TRPN1 ag -0.2, S1P4 ag -1.6, S1P4 antagonist -18, NPY1 pot ag 17, TRPML3 agonist 0.2, EP2 modulator 19, CHOP inhibitor 15 and NPY2 pot ag -10.
`Cn1c(CSCc2ccc(Cl)c(Cl)c2)n[nH]c1=S` gave TRPN1 ag -2.6, NPY-Y1 antag 8, S1P4 ag 6.7, S1P4 antagonist -4, NPY1 pot ag -6, TRPML3 agonist -0.3, EP2 modulator 2, CHOP inhibitor 9 and NPY2 pot ag -1.
For Cc1cc(NCCC(C)C)n2nc(C)c(-c3ccccc3)c2n1 the results were TRPN1 ag -0.8, NPY-Y1 antag 12, S1P4 ag -2.5, S1P4 antagonist 21, NPY1 pot ag -6, TRPML3 agonist 0.2, EP2 modulator 33, CHOP inhibitor 23 and NPY2 pot ag 5.

Reprinted at random: 2 compounds from above, in no set order.
CC(C)Nc1nnc(SCC(=O)Nc2ccc(F)cc2)s1 was read as TRPN1 ag -0.4, NPY-Y1 antag -1, S1P4 ag 1.0, S1P4 antagonist 7, NPY1 pot ag -14, TRPML3 agonist -0.1, EP2 modulator 6, CHOP inhibitor 17 and NPY2 pot ag 3.
`CCOC(=O)C1CCN(C(=S)Nc2ccc(CC)cc2)CC1` gave TRPN1 ag -0.9, NPY-Y1 antag -8, S1P4 ag -0.2, S1P4 antagonist 7, NPY1 pot ag -10, TRPML3 agonist 1.0, EP2 modulator 4, CHOP inhibitor -10 and NPY2 pot ag 10.

Other structures.
`O=C1CC(c2ccccc2)c2cc(O)ccc2O1` (configuration not stated) gave TRPN1 ag 1.1, NPY-Y1 antag -4, S1P4 ag 1.9, S1P4 antagonist -8, NPY1 pot ag -6, TRPML3 agonist 0.2, EP2 modulator 5, CHOP inhibitor -14 and NPY2 pot ag -2.
`CC(CCc1ccccc1)NC(=O)CSc1nccc(=O)[nH]1` (configuration not stated) gave TRPN1 ag 0.7, NPY-Y1 antag -5, S1P4 ag -0.2, S1P4 antagonist -18, NPY1 pot ag -9, TRPML3 agonist 0.8, EP2 modulator 10, CHOP inhibitor 35 and NPY2 pot ag -4.
`CC(C)NC[C@@H](O)c1ccc(O)c(O)c1` gave TRPN1 ag 0.3, NPY-Y1 antag -5, S1P4 ag 0.3, S1P4 antagonist -7, NPY1 pot ag 63, TRPML3 agonist 2.3, EP2 modulator 80*, CHOP inhibitor -13&13 and NPY2 pot ag 52*.
Screening Cc1nc(-c2cccc(S(=O)(=O)N3CCCCC3)c2)cs1 returned TRPN1 ag -1.8, S1P4 ag 1.4, S1P4 antagonist 4, NPY1 pot ag -10, TRPML3 agonist -0.3, EP2 modulator -20, CHOP inhibitor 11 and NPY2 pot ag 0.
COc1ccc(N(CC(O)CN2CCCCC2)S(=O)(=O)c2ccc(C)cc2)cc1 (configuration not stated) was read as TRPN1 ag 0.5, NPY-Y1 antag 5, S1P4 ag 1.1, S1P4 antagonist -16, NPY1 pot ag -10, TRPML3 agonist 0.5, EP2 modulator -7, CHOP inhibitor 7 and NPY2 pot ag -4.
For O=C(CN(Cc1ccccc1C(F)(F)F)C(=O)CNC(=O)c1ccco1)NC1CCCC1 the results were TRPN1 ag -1.6, NPY-Y1 antag -3, S1P4 ag -1.0, S1P4 antagonist -7, NPY1 pot ag -5, TRPML3 agonist 0.6, EP2 modulator 5, CHOP inhibitor 10 and NPY2 pot ag 19.
For Cc1ccc(NC(=O)C2(NC(=O)c3cccc(N4C(=O)CSC4c4ccccc4)c3)CCCCC2)cc1 (configuration not stated) the results were TRPN1 ag -1.7, NPY-Y1 antag 0, S1P4 ag 0.4, S1P4 antagonist 10, NPY1 pot ag -12, TRPML3 agonist -0.9, EP2 modulator 35, CHOP inhibitor 23 and NPY2 pot ag 7.
For CCCc1ccc(-c2cc(C(=O)NCCc3ccc(S(N)(=O)=O)cc3)c3ccccc3n2)cc1 the results were TRPN1 ag 3.3, NPY-Y1 antag 4, S1P4 ag 1.0, S1P4 antagonist -2, NPY1 pot ag -11, TRPML3 agonist -0.3, EP2 modulator -15, CHOP inhibitor 11 and NPY2 pot ag -3.
Screening CC(C)(Oc1ccc(Cl)cc1)C(=O)Nc1ncccn1 returned TRPN1 ag -0.4, NPY-Y1 antag -3, S1P4 ag 1.2, S1P4 antagonist -3, NPY1 pot ag 0, TRPML3 agonist 0.3, EP2 modulator -28, CHOP inhibitor 11 and NPY2 pot ag 0.
For N=C(N)N=Nc1c(O)[nH]c2ccc(Br)cc12 the results were TRPN1 ag -0.2, NPY-Y1 antag -5, S1P4 ag -0.6, S1P4 antagonist -10, NPY1 pot ag -7, TRPML3 agonist 0.6, EP2 modulator 22, CHOP inhibitor -5 and NPY2 pot ag -3.
For CCCOc1ccc(C(=O)N/N=C/c2ccc(-c3ccc(S(=O)(=O)Nc4ncccn4)cc3)o2)cc1 the results were TRPN1 ag 0.5, NPY-Y1 antag -1, S1P4 ag -1.1, S1P4 antagonist 12, NPY1 pot ag 5, TRPML3 agonist -0.7, EP2 modulator -33, CHOP inhibitor 9 and NPY2 pot ag -8.
For COC(=O)/C(=N/Nc1ccccc1)N1CCCc2ccccc21 the results were TRPN1 ag -2.6, NPY-Y1 antag 29*, S1P4 ag 0.0, S1P4 antagonist 1, NPY1 pot ag 6, TRPML3 agonist 0.0, EP2 modulator 17, CHOP inhibitor 26 and NPY2 pot ag -13.
For Cc1occc1-c1nnc(SCC(=O)Nc2nc3ccccc3s2)o1 the results were TRPN1 ag 1.3, NPY-Y1 antag 8, S1P4 ag 3.1, S1P4 antagonist 8, NPY1 pot ag -26, TRPML3 agonist 0.9, EP2 modulator 5, CHOP inhibitor -21 and NPY2 pot ag -3.
O=C1CNC(=O)/C1=C/c1ccc(O)cc1 was read as TRPN1 ag -1.3, NPY-Y1 antag -2, S1P4 ag -0.1, S1P4 antagonist 4, NPY1 pot ag 11, TRPML3 agonist 0.8, EP2 modulator -10, CHOP inhibitor -5 and NPY2 pot ag 8.
Screening C=CCNC(=O)c1ccccc1NC(=O)COc1ccccc1 returned TRPN1 ag -1.1, NPY-Y1 antag -2, S1P4 ag -1.2, S1P4 antagonist 2, NPY1 pot ag -4, TRPML3 agonist 0.3, EP2 modulator -22, CHOP inhibitor 12 and NPY2 pot ag 4.
For O=c1cc(-c2ccc(Cl)cc2)[nH][nH]1 the results were TRPN1 ag -0.3, NPY-Y1 antag 2, S1P4 ag 1.3, S1P4 antagonist 6, NPY1 pot ag -19, TRPML3 agonist -0.2, EP2 modulator 10, CHOP inhibitor 54 and NPY2 pot ag -7.
For COc1ccc(/C=N\NC(=O)CCc2c(C)n[nH]c2C)c(OC)c1OC the results were TRPN1 ag -0.1, NPY-Y1 antag 5, S1P4 ag 0.2, S1P4 antagonist -12, NPY1 pot ag -1, TRPML3 agonist 0.3, EP2 modulator -3, CHOP inhibitor 15 and NPY2 pot ag 8.
CN(C)/C=C(/C(=O)c1ccc(Cl)c(Cl)c1)S(C)(=O)=O was read as TRPN1 ag -0.6, NPY-Y1 antag 8, S1P4 ag 0.4, S1P4 antagonist 6, NPY1 pot ag 7, TRPML3 agonist 0.3, EP2 modulator 20, CHOP inhibitor -5 and NPY2 pot ag 8.
For Cc1cc2ncn(C(=O)N3CCC(C)CC3)c2cc1C the results were TRPN1 ag -1.7, NPY-Y1 antag 3, S1P4 ag -0.9, S1P4 antagonist -17, NPY1 pot ag -35, TRPML3 agonist -0.4, EP2 modulator 26, CHOP inhibitor -24 and NPY2 pot ag 2.
For N#Cc1ccc(NC(=O)Cn2c3[n+](c4ccc(C(F)(F)F)cc42)CCCCC3)cc1 the results were TRPN1 ag -0.7, NPY-Y1 antag 4, S1P4 ag 0.6, S1P4 antagonist -10, NPY1 pot ag 5, TRPML3 agonist 0.2, EP2 modulator 15, CHOP inhibitor 2 and NPY2 pot ag -18.
Screening Cc1onc(-c2ccccc2)c1CNS(=O)(=O)c1ccccc1[N+](=O)[O-] returned TRPN1 ag -0.1, S1P4 ag 0.6, S1P4 antagonist -1, NPY1 pot ag -2, TRPML3 agonist -0.1, EP2 modulator -20, CHOP inhibitor 5 and NPY2 pot ag 9.
